BRCA1 expr up: qHTS Assay to Identify Small Molecule Activators of BRCA1 Expression | MCF7-BRCA1-FFLuc reporter, luminescence, 48 h; response scale: scaled: vehicle 0%, 10 µM genistein 100% | Potency, µM (doses to about 46.1 µM), inactives show at the highest dose activation, actives largely listed as activators | AID 624202, 2012 | 380,000 tested, 1.1% active; note: potency is the fitted concentration of half-maximal effect; nearly all actives have a fitted effect of over 80% in size; some results filed as inactive show a strong effect at the top dose
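Luminescence from a BRCA1-driven firefly luciferase in MCF7 cells was read after 48 h compound exposure at 37 C. Data normalized against DMSO and a 10microM genistein activation control, then curve-fitted across the titration.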
NPC1 prom act: qHTS Assay for NPC1 Promoter Activators; Huh7 NPC1 promoter luciferase reporter, 24 h; Potency, µM (titrated, usually from 9.22 µM), without a hit: at the highest dose activation, most hits filed as activators; 320,000 tested, 2.4% active; AID 485313, 2010;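 note: potency is the fitted concentration of half-maximal effect; % of control where 0% means no effect; nearly all actives have a fitted effect of over 60% in size; reporter is driven by a mutant NPC1 promoter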
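Stably transfected Huh7 (NPC1 promoter→luciferase), 1500 cells/well in Opti-MEM + 10% FBS, 2 h settle, then compound 24 h at 37 °C. Luminescence after 10 min with Amplite reagent.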
Rab9 promoter act: qHTS Assay for Rab9 Promoter Activators; 320,000 tested, 2.8% active; AID 485297, 2010; Huh7 Rab9 promoter-luciferase reporter, luminescence, 24 h; Potency, µM (top dose mostly 9.22 µM), for inactives: at the highest dose activation, negative = inhibition, actives largely listed as activators; note: potency is the fitted concentration of half-maximal effect; % of control where 0% means no effect; nearly all actives have a fitted effect of over 60% in size
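Quantitative HTS format; Huh7 Rab9-luciferase reporter cells (1500/well) receive compound 2 h post-plating, incubate 24 h at 37 °C, then get luciferase reagent for 10 min before luminescence reading.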
VP16 counter: VP16 counterscreen qHTS for inhibitors of ROR gamma transcriptional activity. 310,000 tested, 3.5% active. Drosophila S2 Gal4-VP16 UAS-luciferase, luminescence, 20 h. Potency, µM (top dose mostly 53.6 µM), for the others: at the highest dose activity, negative = inhibition, actives largely listed as inhibitors;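 note: Gal4-VP16 expression switched on by copper sulfate through the metallothionein promoter; potency is the fitted concentration of half-maximal effect; % is set by controls: 0 for no effect and ±100 for the full control effect; nearly all actives have a fitted effect of over 50% in size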
ELG1 DNA repair: qHTS screen for small molecules that inhibit ELG1-dependent DNA repair in human embryonic kidney (HEK293T) cells expressing luciferase-tagged ELG1; HEK293T ELG1-luciferase reporter, luminescence, 16 h; DNA damage induced by 5-fluorouridine; Potency, µM (top dose mostly 46.1 µM), for inactives: at the top dose activity change, negative = inhibition, actives largely listed as inhibitors; 330,000 tested, 2.3% active; note: potency is the fitted concentration of half-maximal effect; % is set by controls: 0 for no effect and ±100 for the full control effect; nearly all actives have a fitted effect of over 55% in size
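Reporter activity after DNA damage by 5-fluorouridine is monitored. Compound-treated cells incubate 16 hr at 37 °C, then ONE-Glo is added for 30 min before luminescence reading.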
RORgamma inh: qHTS for inhibitors of ROR gamma transcriptional activity; Drosophila S2 Gal4-RORgamma UAS-luciferase reporter, 20 h; Potency, µM (top dose mostly 53.6 µM), for the others: top-dose activity change, negative = inhibition, most hits filed as inhibitors; 310,000 tested, 5.4% active; AID 2551, 2010; note: potency is the fitted concentration of half-maximal effect; % is set by controls: 0 for no effect and ±100 for the full control effect; nearly all actives have a fitted effect of over 60% in size
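Luciferase reporter read in Schneider cells carrying Gal4-RORγ (mouse) and UAS-Photinus luciferase; cells given compound 1 h before 700 uM copper sulfate induction, then incubated 20 h at ambient temperature.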
FLuc modulator: qHTS profiling assay for firefly luciferase inhibitor/activator using purifed enzyme and Km concentrations of substrates (counterscreen for miR-21 project); Luciferin 4-monooxygenase (Photinus pyralis), P08659; purified FLuc, Km substrates, luminescence inhibition; Potency, µM (series often up to 57.5 µM), inactives show top-dose activity change, negative = inhibition, usual class: inhibitors; 360,000 tested, 6.9% active; AID 588342, 2011;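 note: potency is the fitted concentration of half-maximal effect; plate controls were vehicle for no effect and reference inhibitor for full effect; nearly all actives have a fitted effect of over 55% in size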
Target sequence (P08659 whole entry, looked up): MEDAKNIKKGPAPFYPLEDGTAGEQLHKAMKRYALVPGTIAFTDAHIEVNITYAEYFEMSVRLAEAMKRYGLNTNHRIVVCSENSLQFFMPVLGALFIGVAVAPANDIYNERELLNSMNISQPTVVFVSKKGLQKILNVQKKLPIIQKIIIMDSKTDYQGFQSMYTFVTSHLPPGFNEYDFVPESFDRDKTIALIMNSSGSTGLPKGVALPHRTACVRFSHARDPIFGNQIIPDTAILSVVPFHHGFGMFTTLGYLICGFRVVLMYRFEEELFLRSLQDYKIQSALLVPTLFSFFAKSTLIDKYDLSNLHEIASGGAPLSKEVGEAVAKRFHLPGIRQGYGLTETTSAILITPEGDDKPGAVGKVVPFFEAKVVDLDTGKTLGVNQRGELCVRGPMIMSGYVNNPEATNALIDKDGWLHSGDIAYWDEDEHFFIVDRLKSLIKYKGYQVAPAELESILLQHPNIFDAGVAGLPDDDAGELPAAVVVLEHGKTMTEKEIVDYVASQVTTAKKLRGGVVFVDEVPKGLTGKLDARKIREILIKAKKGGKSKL
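Biochemical qHTS of compounds, final roughly 60 µM downward over six points, against 10 nM purified firefly luciferase using Km concentrations of substrates (10 uM D-luciferin, 10 uM ATP) in Tris acetate pH 7.5 buffer; luminescence output.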
TRPV1 agonist: HTS Assay for Compounds that Act as Agonists of the Vanilloid Receptor 1; AID 540275, 2011; activation, % at 8.33 µM; Transient receptor potential cation channel subfamily V member 1 (Homo sapiens), Q8NER1; TRPV1-expressing cells, Fluo-8 calcium influx, agonist mode; 320,000 tested, 0.19% active; in the data active = activation above about 80%; inconclusive = between about 30% and that limit; note: 0% is about no effect
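Cells expressing TRPV1 were dye-loaded with Fluo-8 and read kinetically: 10 s baseline, 3 min after compound (agonist portion), then 2 min after EC20 capsaicin (allosteric enhancer portion). Calcium-bound dye fluorescence at 480/520 nm.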
p53 reactivation: qHTS assay for re-activators of p53 using a Luc reporter; H1299 p53-A138V BP100-luciferase reporter, luminescence, 24 h; 320,000 tested, 0.063% active; Potency, µM (highest dose often 92.2 µM), for inactives: top-dose activity change, positive = activation, hits mostly activators; note: potency is the fitted concentration of half-maximal effect; % of control where 0% means no effect; nearly all actives have a fitted effect of over 45% in size
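H1299 (p53-null), stable ts p53-A138V + BP100-Luc; 1000 cells/well, Opti-MEM/10% FBS; cpd 4 pt, 1:5; 24 h, 37 deg C, 5% CO2; detection reagent 10 min RT; luminescence.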
Tb PFK block: qHTS Assay to Find Inhibitors of T. brucei phosphofructokinase; 330,000 tested, 0.17% active; ATP-dependent 6-phosphofructokinase (Trypanosoma brucei brucei), O15648; AID 485367, 2010; T. brucei PFK, ADP-Glo luminescence; Potency, µM (top dose mostly 57.5 µM), inactives show at the top dose activity, negative = inhibition, most hits filed as inhibitors;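 note: potency is the fitted concentration of half-maximal effect; 0% = uninhibited 1x PFK enzyme wells and -100% = no-enzyme wells; nearly all actives have a fitted effect of over 60% in size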
Target sequence (O15648 whole entry, looked up): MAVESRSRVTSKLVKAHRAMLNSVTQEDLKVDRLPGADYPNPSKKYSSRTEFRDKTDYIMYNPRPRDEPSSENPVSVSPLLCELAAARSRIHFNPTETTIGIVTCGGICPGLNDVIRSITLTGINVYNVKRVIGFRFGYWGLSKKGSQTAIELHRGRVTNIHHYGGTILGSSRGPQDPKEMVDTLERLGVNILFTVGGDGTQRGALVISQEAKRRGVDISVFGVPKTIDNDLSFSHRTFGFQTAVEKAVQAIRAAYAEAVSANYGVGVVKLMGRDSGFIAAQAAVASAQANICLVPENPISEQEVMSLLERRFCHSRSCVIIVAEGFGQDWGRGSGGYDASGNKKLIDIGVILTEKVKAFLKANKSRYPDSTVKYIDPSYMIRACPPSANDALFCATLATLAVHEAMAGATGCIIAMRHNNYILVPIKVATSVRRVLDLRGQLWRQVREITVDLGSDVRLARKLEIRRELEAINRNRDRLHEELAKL
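Luminescent ADP detection (ADP-Glo, two-step: ATP depletion then ADP-to-ATP conversion for luciferase) reported PFK activity after 45 min room-temperature reaction of 1.25 nM enzyme with 0.5 mM F6P and 0.1 mM ATP at pH 8.0.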
ELG1 genotoxic: qHTS screen for small molecules that induce genotoxicity in human embryonic kidney (HEK293T) cells expressing luciferase-tagged ELG1; HEK293T ELG1-luciferase reporter, luminescence, 16 h; Potency, µM (doses to about 46 µM), for the others: at the highest dose activity change, positive = activation, most hits filed as activators; 330,000 tested, 1.3% active; note: potency is the fitted concentration of half-maximal effect; % of control where 0% means no effect; nearly all actives have a fitted effect of over 60% in size
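Screening used a luciferase reporter fused to human ELG1 in HEK293T cells. Luminescence was read on a CCD plate imager after 16 hr exposure and 30 min ONE-Glo incubation.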
* = called active by the depositor; ? = inconclusive; · = no result given; & = joins results of further samples; [ ] = dose if it differs, or a comment. Unless noted, calls come from the whole dose curve; as a rule, active = well fitted curve in the direction sought with a large enough effect; inconclusive = small, poorly fitted or top-dose-only effect, or another doubt; inactive = no such curve, though single readings can be large; an effect the other way counts as inactive or inconclusive.

molecule	FLuc modulator	VP16 counter	NPC1 prom act	TRPV1 agonist	p53 reactivation	Tb PFK block	ELG1 genotoxic	ELG1 DNA repair	BRCA1 expr up	RORgamma inh	Rab9 promoter act
CS(=O)(=O)N1CCN(c2nc3ccc(Cl)cc3s2)CC1	?	-2%	?	2	8%	1%	7%	?	0%	11%	?
COc1ccc(-c2nc(N)ncc2-c2csc(C)n2)c(O)c1	-3%	-2%	3%	-1	-3%	0%	-2%	?	18%	20%	-1%
CC1=NN(c2cccc([N+](=O)[O-])c2)C(=O)C1	-13%	-10%	0%	10	-3%	6%	-1%	-7%	5%	20%	-1%
CCOC(=O)c1c(-n2cccc2)sc2c1CCCC2=O	0%	1%	-3%	?	15%	0%	-2%	-6%	-35%	26%	-2%
Cc1nc(SCC(=O)Nc2ccc(CN3CCCC3)cc2)c2c(C)c(C)sc2n1	-1%	·	0%	3	?	0%	12%	1%	-36%	·	-11%
COc1ccc(NS(=O)(=O)c2cc3c(cc2C)N(C(C)=O)CCO3)cc1	4%&-16%	5%	-4%	7	7%	2%	-1%	?	8%	24%	0%
C=CCC(NCc1ccccc1)c1ccc(Cl)cc1 (stereo not given)	-1%	?	-4%	2	-5%	-3%	-8%	-7%	-15%	-12%	1%
COc1cccc(NC(=S)N2CCn3c(nc4ccccc43)C2)c1	4%	?	-1%	3	-2%	-4%	7%	-3%	-7%	-14%	-6%
Cc1nn(CC(=O)Nc2ccc(C(C)C)cc2)c(C)c1[N+](=O)[O-]	-5%	?	-2%	-5	14%	-3%	0%	-19%	3%	36%	-3%
CCCn1nc(C(=O)NNC(=O)c2cc(S(=O)(=O)NC)ccc2Br)c2ccccc2c1=O	2%	·	0%	0	-3%	19%	-2%	8.2µM*	2%	·	3%

(continued)
molecule	FLuc modulator	VP16 counter	NPC1 prom act	TRPV1 agonist	p53 reactivation	Tb PFK block	ELG1 genotoxic	ELG1 DNA repair	BRCA1 expr up	RORgamma inh	Rab9 promoter act
CC1Cc2c([nH]c3ccccc23)C2c3ccccc3CN12 (stereo not given)	3%	-5%	3%	6	7%	5%	-3%	3%	-20%	15%	3%
C/C(=C(\C#N)C(=O)NCCN1CCOCC1)N(C)C	1%	12%	0%	-2	2%	1%	2%	11%	15%	18%	-3%
COC(=O)c1c(O)cc(C(C)(C)C)n(-c2ccc(F)cc2)c1=O	5%	-4%	7%	2	-7%	-13%	0%	-13%	-6%	2%	3%
Cc1cc(C(=O)N2CCN(c3ccc(F)cc3)CC2)on1	1%	-3%	-4%	25	-10%	0%	-5%	?	-2%	-7%	3%
CC(=O)C[C@@H](O)CC(=O)[C@@H]1OC(=O)[C@@H](C)CCCCc2ccccc21	·	·	·	·	0%	?	3%	6%	0%	·	·
COc1ccc(C(=O)N2CCCC(CNC(=O)c3ccc(F)cc3)C2)cc1OC (stereo not given)	-6%	19%	0%	2	14%	1%	7%	26%	1%	9%	3%
Cc1ccc(S(=O)(=O)NNC(=O)Cc2cccn2C)cc1	-3%	-25%	-1%	-4	2%	-3%	1%	6%	2%	-19%	2%
Cc1c(S(=O)(=O)N2CCN(c3cccc(Cl)c3)CC2)c(=O)n(C)c(=O)n1C	1%	-13%	-2%	-3	-6%	-3%	0%	-2%	-4%	-14%	-5%
COc1ccccc1N1CCN(C2CCCN(Cc3ccc(Cl)cc3)C2)CC1 (stereo not given)	6%	0%	6%	-1	?	1%	-8%	-24%	3%	-11%	-9%
CCOC(=O)C1=C(N)OC2=C(C(=O)CC(C)(C)C2)C1C1CCCCC1 (stereo not given)	1%	2%	-2%	15	-6%	4%	-2%	8%	-26%	16%	-5%

Looked up by structure from the entries so far (2):
molecule	FLuc modulator	VP16 counter	NPC1 prom act	TRPV1 agonist	p53 reactivation	Tb PFK block	ELG1 genotoxic	ELG1 DNA repair	BRCA1 expr up	RORgamma inh	Rab9 promoter act
CCOC(=O)C1=C(N)OC2=C(C(=O)CC(C)(C)C2)C1C1CCCCC1 (stereo not given)	1%	2%	-2%	15	-6%	4%	-2%	8%	-26%	16%	-5%
Cc1nc(SCC(=O)Nc2ccc(CN3CCCC3)cc2)c2c(C)c(C)sc2n1	-1%	·	0%	3	?	0%	12%	1%	-36%	·	-11%

(more compounds)
molecule	FLuc modulator	VP16 counter	NPC1 prom act	TRPV1 agonist	p53 reactivation	Tb PFK block	ELG1 genotoxic	ELG1 DNA repair	BRCA1 expr up	RORgamma inh	Rab9 promoter act
Cc1ccc(C)c(/C=N/Nc2nc3ccccc3c(=O)n2O)c1	13µM*	?	6%	0	11%	-22%	4%	19%	?	?	2%
C(=N\Nc1nc2ccccc2s1)/c1cccs1	0.85µM*	3.2µM*	?	24	?	2%	?	?	0%	1.3µM*	1.3µM*
O=C(NCc1ccco1)C(c1ccncc1)N(C(=O)Cn1nnc2ccccc21)c1ccccc1F (stereo not given)	0%	12%	1%	1	3%	4%	2%	-2%	-9%	3%	9%
COc1ccc(CC(=O)NCc2cccc(CNC(=O)Cc3ccc(OC)c(OC)c3)c2)cc1OC	-1%	4%	1%	2	22%	0%	-2%	-24%	-9%	-6%	7%
O=C(CSc1ncn[nH]1)N1N=C2/C(=C/c3ccco3)CCCC2C1c1ccco1 (stereo not given)	1%	0%	-6%	5	0%	-2%	-3%	3%	-55%	0%	-2%
Cc1ccc(C)c(/C=N/NC(=S)NC(C)C)c1	-1%	3.2µM*	-4%	1	-7%	4%	-2%	2%	-26%	2.2µM*	0%
C=CCn1cnc2c(c1=O)c1nc3ccccc3nc1n2/N=C/c1cccc(OC)c1OC	-5%	-8%	1%	2	7%	-2%	-16%	3.3µM*	14%	3%[10 µM]	-3%
O=C(c1ccc(Sc2ccccc2)c([N+](=O)[O-])c1)N1CCOCC1	6%	-13%	-3%	?	12%	-3%	2%	-6%	-20%	10%	-2%
NS(=O)(=O)c1ccc(CCNC(=O)c2cccc(OC(F)F)c2)cc1	-1%	-15%	1%	2	-4%	-3%	0%	9%	4%	8%	3%
O=C(Cc1ccccc1)NNC(=O)c1ccc(NC(=O)c2ccccc2)cc1	4%	-11%	-3%	1	-1%	-14%	?	8%	-1%	-29%	2%

The list continues.
molecule	FLuc modulator	VP16 counter	NPC1 prom act	TRPV1 agonist	p53 reactivation	Tb PFK block	ELG1 genotoxic	ELG1 DNA repair	BRCA1 expr up	RORgamma inh	Rab9 promoter act
COc1ccccc1CNCc1cc(Br)ccc1OC	-3%	2%	2%	9	10%	-2%	-6%	?	-13%	-14%	-4%
COc1ccc(-c2csc(NC(=O)Cc3ccccc3)n2)cc1OC	?	4%	-3%	?	-1%	1%	1%[9.26 µM]	6%	2%	5%	-2%
COc1ccc(S(=O)(=O)N(CCCN2CCOCC2)Cc2cccc3ccccc23)cc1	0%	-27%	2%	2	-2%	-3%	-5%	?	-23%	?	0%
O=C1OC(COc2ccc(Br)cc2)CN1c1ccccc1 (stereo not given)	1%	0%	-3%	9	1%	-8%	3%	0%	-1%	9%	-4%
O=C(NCCN1CCOCC1)c1c(O)nc2sccn2c1=O	7%	·	-1%	0	-4%	10%	1%	22%	0%	·	-1%
Cn1c(C=O)c(-c2ccc3cc[nH]c3c2)c2ccccc21	?	·	13%	8	19%	-1%	-6%	-15%	0%	·	1%
CCN(CC)C(=O)Cn1nc(C)c2ccccc2c1=O	6%	5%	1%	-2	-2%	1%	4%	1%	4%	-18%	3%
COc1cccc2c1Oc1ncccc1N(C(=O)CCC(=O)NCc1ccccc1)C2	0%	-1%	-3%	9	-6%	0%	1%[9.26 µM]	7%	-8%	-10%	11%
COc1cccc(N2CC(C(=O)Nc3nnc(SCC(=O)NCc4ccco4)s3)CC2=O)c1 (stereo not given)	0%	-4%	-4%	-1	2%	-11%	1%	2%	6%	-12%	2%
CCOC(=O)C1CCN(c2ncnc3c2nnn3Cc2ccccc2Cl)CC1	1%	-18%	-5%	1	-1%	0%	-4%	-15%	1%	5%	-1%
FC(F)(F)c1cccc(NC(=S)NCCN2CCOCC2)c1	0%	-7%	-3%	10	-14%	-2%	-3%	-1%	-25%	-37%	-1%
